# IMPase Li cell: qHTS Assay for Identifying the Cell-Membrane Permeable IMPase Inhibitors: Potentiation with Lithium; CHO-M1 cells, IP1 TR-FRET (IP-One), carbachol + lithium; Potency, µM (doses to about 59.4 µM), for inactives: top-dose activity, negative = IMPase inhibition, usual class: inhibitors; 210,000 compounds, 0.35% hits;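 also: IP1 builds up when IMPase is blocked and the TR-FRET signal falls; potency is read from the fitted curve at half-maximal effect; plate controls were basal vehicle for no effect and high inhibitor control for full effect; nearly all actives have a fitted effect of over 50% in size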
#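 CHO cells stably expressing M1 receptor (2000/well, cultured 16–30 h) treated 30 min at 37C with compound plus low lithium. Cytosolic IP1 by TR-FRET (665/620 ratio and 620 channel) after 10 min lysis; AC50 by Hill fit.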
# HTT aggregate: qHTS Multiplex Assay to Identify Dual Action Probes in a Cell Model of Huntington: Aggregate Formation (GFP); PC12 HttQ103-GFP aggregates, Acumen cytometry, 40 h; Potency, µM (top dose mostly 46.1 µM), without a hit: at the top dose activity change, negative = inhibition, hits mostly inhibitors; 220,000 compounds, 1.1% hits; also: potency is read from the fitted curve at half-maximal effect; % is scaled to controls: 0 for no effect and ±100 for the full control effect; nearly all actives have a fitted effect of over 60% in size
#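 Using laser scanning cytometry, GFP-positive aggregates were counted after lysis of PC12 cells induced with 100 nM tebufenozide to express HTT exon 1 Q103–GFP. Compounds were tested in titration.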
# KinaseGlo FLuc: Counterscreen for Luciferase (Kinase-Glo TM) Inhibition | Potency, µM (titrated, usually from 38.3 µM), inactives show at the top dose activity change, negative = inhibition, hits mostly inhibitors | Kinase-Glo luciferase, ATP luminescence, 8 min | 200,000 compounds, 0.28% hits | Luciferin 4-monooxygenase (Photuris pensylvanica), Q27757; also: potency is read from the fitted curve at half-maximal effect; % is scaled to controls: 0 for no effect and ±100 for the full control effect; nearly all actives have a fitted effect of over 60% in size
#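 Light output from Kinase-Glo luciferase with luciferin and 10 uM ATP in 50 mM imidazole pH 7.2, KCl, MgCl2, Tween 20, BSA; compound pin-delivered, 8-min ambient incubation, then luminescence read.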
# CBFb RUNX1 block: qHTS Assay for Compounds Blocking the Interaction Between CBF-beta and RUNX1 for the Treatment of Acute Myeloid Leukemia; 230,000 tested, under 10 active; AlphaScreen CBFb-His/RUNX1-biotin binding, biochemical; Potency, µM (series often up to 59.8 µM), for the others: at the highest dose activity, negative = inhibition, hits mostly inhibitors; Runt-related transcription factor 1 (Homo sapiens) + Core-binding factor subunit beta …; also: % of control where 0% means no effect
# Target sequence (Q01196 whole entry, looked up): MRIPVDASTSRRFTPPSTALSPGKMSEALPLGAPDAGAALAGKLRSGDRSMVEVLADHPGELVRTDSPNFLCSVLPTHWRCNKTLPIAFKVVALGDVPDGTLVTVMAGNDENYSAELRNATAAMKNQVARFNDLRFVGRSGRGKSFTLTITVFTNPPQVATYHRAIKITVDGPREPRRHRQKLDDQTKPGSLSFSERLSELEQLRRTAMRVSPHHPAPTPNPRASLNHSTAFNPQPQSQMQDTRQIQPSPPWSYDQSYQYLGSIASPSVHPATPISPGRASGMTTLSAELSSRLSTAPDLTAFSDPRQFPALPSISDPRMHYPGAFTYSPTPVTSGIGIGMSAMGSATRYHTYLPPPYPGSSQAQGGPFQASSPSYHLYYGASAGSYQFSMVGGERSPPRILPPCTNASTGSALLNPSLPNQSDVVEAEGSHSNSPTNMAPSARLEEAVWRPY
# Target sequence (Q13951 whole entry, looked up): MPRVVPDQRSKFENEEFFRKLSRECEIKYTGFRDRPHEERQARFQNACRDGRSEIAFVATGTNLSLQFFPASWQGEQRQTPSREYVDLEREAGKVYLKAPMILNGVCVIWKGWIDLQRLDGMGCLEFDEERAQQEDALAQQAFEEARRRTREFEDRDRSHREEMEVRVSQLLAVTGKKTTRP
#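 CBFb-His/RUNX1-biotin, 30 nM each, preincubated 20 min RT; compound 15 min RT; Ni + streptavidin beads 50 ng each, 90 min RT; AlphaScreen read.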
# NPSR antag: qHTS Assay for Antagonists of the Neuropeptide S Receptor: cAMP Signal Transduction. Q6W5P4. CHO-NPSR cells, cAMP TR-FRET, antagonist mode. Potency, µM (titrated, usually from 38.3 µM), inactives show at the top dose activity change, negative = inhibition, actives largely listed as inhibitors. 220,000 compounds, 1% hits. AID 1461, 2008; also: potency is read from the fitted curve at half-maximal effect; % is scaled to controls: 0 for no effect and ±100 for the full control effect; nearly all actives have a fitted effect of over 50% in size; many of its hits are not listed in these tables
# Target sequence (Q6W5P4 whole entry, looked up): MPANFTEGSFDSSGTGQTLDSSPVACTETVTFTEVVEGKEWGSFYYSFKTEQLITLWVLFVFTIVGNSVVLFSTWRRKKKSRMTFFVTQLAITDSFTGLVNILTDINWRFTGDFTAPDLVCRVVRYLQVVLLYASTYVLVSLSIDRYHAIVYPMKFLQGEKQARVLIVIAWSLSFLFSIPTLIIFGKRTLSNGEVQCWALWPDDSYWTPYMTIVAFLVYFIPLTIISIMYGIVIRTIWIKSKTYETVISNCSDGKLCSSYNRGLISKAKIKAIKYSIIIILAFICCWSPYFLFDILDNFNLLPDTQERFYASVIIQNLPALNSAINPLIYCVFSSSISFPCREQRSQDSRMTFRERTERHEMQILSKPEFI
# Epigenetic derep: Quantitative High-Throughput Screen for Regulators of Epigenetic Control; murine LDR cells, GFP reporter derepression, 30 h; Potency, µM (top dose mostly 53.9 µM), inactives show at the top dose GFP activation, most hits filed as activators; 280,000 compounds, 0.2% hits; AID 1865, 2009; also: potency is read from the fitted curve at half-maximal effect; % of control where 0% means no effect; nearly all actives have a fitted effect of over 60% in size
#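 Murine LDR cells bearing a silenced CMV-driven GFP reporter were exposed to compound for 30 h at 37 C. After PBS washes, GFP-positive cells (20-120 um objects) counted by laser-scanning microplate cytometry.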
# LMNA splice mod: qHTS Assay for Modulators of Lamin A Splicing; Potency, µM (titrated, usually from 46.1 µM), without a hit: at the highest dose ratio change, negative = inhibition, hits mostly inhibitors; 200,000 compounds, 0.01% hits; AID 1487, 2009; HeLa LMNA splicing GFP/RFP minigene ratio, 48 h; active = well fitted inhibition curve with a large enough effect in the signal ratio, with a control signal flat, not every such curve was filed as active; inconclusive = small, poorly fitted or top-dose-only effect, or effect the other way, or a change in a side signal; the % refers to the signal ratio; also: potency is read from the fitted curve at half-maximal effect; % is scaled to controls: 0 for no effect and ±100 for the full control effect
#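 S3 HeLa stable clones carrying a lamin A-EGFP splicing minigene plus DsRed2 were seeded at 600 cells/well in Opti-MEM with 2% FBS, pin-dosed and incubated 48 h at 37°C. Acumen cytometry (488 nm) gave the GFP/RFP total-intensity ratio.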
# Starred values were filed as active, the others as inactive; ? = inconclusive; nt = not tested or not shown; & = joins results of further samples; [ ] = dose if it differs, or a comment. Unless noted, calls follow the shape of the dose curve; as a rule, active = well fitted curve in the direction sought with a large enough effect; inconclusive = small, poorly fitted or top-dose-only effect, or another doubt; inactive = no such curve, though single readings can be large; an effect the other way counts as inactive or inconclusive. An excerpt; count on the stated rates, not on these rows.
# Results follow in this order: IMPase Li cell	HTT aggregate	KinaseGlo FLuc	CBFb RUNX1 block	NPSR antag	Epigenetic derep	LMNA splice mod
> COC(=O)c1sc2nc(SCc3cccc(Cl)c3)n(N)c(=O)c2c1C
→ -3%	-11%	0%	5%	1%	2.9%	?
> Cc1cccc(N(C)C(=O)c2cc3c(=O)[nH]c4ccc(C)cc4c3s2)c1
→ nt	-13%[9.22 µM]	nt	3%	-35%	1.0%	nt
> Cc1cccc(Nc2nnc(SCC(=O)Nc3ncc(C(F)(F)F)cc3Cl)s2)c1C
→ -2%	-20%	-2%	-2%	-6%	0.0%	3%
> Nc1cc(C(=O)OCC(=O)NCc2ccc(F)cc2)ccc1Cl
→ -2%	-4%	1%	-2%	8%	0.0%	-3%
> C(=C\c1ccncc1)/c1ccncc1
→ nt	0%[9.22 µM]	nt	5%	-1%[7.67 µM]	1.1%	nt
> Cc1cc(C)cc(OCC(=O)OC/C(O)=C(\C#N)c2nc3ccccc3[nH]2)c1
→ -10%	15%	-1%	-3%	-16%	?	3%
> CSc1ncccc1C(=O)NCc1ccc(C)cc1
→ ?	-12%	1%	-7%	-1%[46.1 µM]	-0.8%	6%
> O=S(=O)(Cc1cc(Cl)nc(-c2ccncc2)n1)c1ccccc1
→ -2%	?	-3%	4%	-31%	?	nt
> OCCC1CN(Cc2cnc(N3CCOCC3)s2)CCN1C1CCCC1 (configuration not stated)
→ 13%	10%[9.22 µM]	nt	5%	-8%	-2.3%	nt
> CCOc1ccccc1NC(=O)CSc1c(C)n[nH]c1C
→ 15%[38.3 µM]	-10%	-1%	-1%	4%[46.1 µM]	0.0%	1%
> NC(=O)C1CCN(c2ncccc2[N+](=O)[O-])CC1
→ -2%	6%	-2%	6%	4%	-1.5%	6%[46 µM]
> O=C(COc1ncnc2ccccc12)Nc1cc([N+](=O)[O-])ccc1F
→ nt	-1%[9.22 µM]	nt	-6%	-10%[7.67 µM]	-0.3%	nt
> CCNC(=O)COc1ccc(C=O)cc1OC
→ 6%	5%	3%	-5%	-10%[46.1 µM]	10%	-3%
> CCCOc1ccc(NC(=O)C2CCCNC2=O)cc1 (configuration not stated)
→ 1%[38.3 µM]	-2%	6%	1%	1%[46.1 µM]	-1.0%	5%
> O=S(=O)(NCCOC12CC3CC(CC(C3)C1)C2)c1cccc2nsnc12
→ 48%[activator][38.3 µM]	-13%	0%	4%	-9%[46.1 µM]	-1.1%	?
> CC1CCCCN1C(C(=O)O)c1ccccc1 (configuration not stated)
→ 5%	-19%[9.22 µM]	-3%	1%	-8%	-5.7%	?
> CCc1nc2ccc(C(=O)Nc3cccc(C(C)=O)c3)cc2nc1CC
→ nt	-31%	nt	0%	-8%[46.1 µM]	-0.9%	-8%
> CCOC(=O)C1=C(N)n2c(s/c(=C\c3ccncc3)c2=O)=C(C(=O)OCC)C1c1ccncc1 (configuration not stated)
→ 14%	21%[9.22 µM]	0%	1%	21%	-3.0%	nt
> CCCCNC(=O)c1c(CSc2ccccc2)noc1C(=O)NCc1ccccc1
→ nt	-19%[9.22 µM]	nt	26%	-48%	3.8%	nt
> O=c1c(-c2ccc(O)cc2)coc2cc(OC3OC(CO)C(O)C(O)C3O)cc(O)c12 (configuration not stated)
→ -3%	20%	0%	-5%	-3%	0.2%	?
> Cc1ccc(C)c(NC(=O)C2=CCN(S(=O)(=O)c3ccc(F)cc3)CC2)c1
→ -9%	-3%	4%	2%[2.36 µM]	5%	-1.8%	-8%
> COc1ccccc1C1C=C(c2ccc(C)cc2)Nc2nnnn21 (configuration not stated)
→ -7%[38.3 µM]	-7%	0%	8%	3%[46.1 µM]	-0.1%	?
> CCc1ccc(C(=O)CSc2nc3cc(S(=O)(=O)N4CCOCC4)ccc3n2CC)cc1
→ 23%	8%	4%	-4%	-12%	-1.0%	?
> O=[N+]([O-])c1cnc2nc(-c3ccncc3)nn2c1O
→ 3%	-11%	11µM*	12%	12%	12%	-8%[46 µM]
> CCOC(=O)C1=C(C)C(c2ccc(OC)cc2)NC(=S)N1 (configuration not stated)
→ 17%[38.3 µM]	?	17%	1%	-10%[46.1 µM]	-1.0%	-2%
> N#Cc1c(NC(=O)CSc2ncc(-c3ccccc3)n2CC2CCCO2)sc2c1CCCC2 (configuration not stated)
→ -10%[38.3 µM]	-26%	0%	3%	-13%[46.1 µM]	0.0%	?
> O=C1CN(Cc2ccccc2)C(=NCc2ccco2)S1
→ 7%[38.3 µM]	7%	0%	-2%	-7%[46.1 µM]	-7.9%	0%
> NC(=O)C1=C[C@@H](c2ccc(Br)cc2)C[C@@H](OCCCCO)O1
→ 7%	0%[9.22 µM]	nt	8%	9%	1.6%	nt
> COc1cc(C(=O)OC(C)C(=O)N2CCc3ccccc3C2)ccc1OCC(=O)N1CCOCC1 (configuration not stated)
→ 21%[38.3 µM]	24%	-1%	2%	-14%[46.1 µM]	0.0%	-6%
> CC(C)(C)C1CCc2onc(C(=O)Nc3cnn(Cc4ccc(F)cc4)c3)c2C1 (configuration not stated)
→ -1%	-11%	4%	3%	-15%[46.1 µM]	1.8%	-5%
> COc1ccc(OC)c(NC(=O)COC(=O)/C=C/c2ccc(Cl)cc2)c1
→ -7%	-12%	0%	16%	4%	-3.0%	0%
> CCc1ccccc1NC(=O)/C(C#N)=C/c1ccc(Sc2ccccc2)o1
→ 8%	22%	1%	-15%	-42%	0.0%	?
> Cc1cccc2cc(CN(C(=O)c3cccs3)c3ccccc3)c(=O)[nH]c12
→ 1%	-7%	-1%	1%	3%	-1.3%	5%
> COc1ccc(-c2nc(CCNC(=O)c3ccc(Br)o3)cs2)cc1
→ 30%[38.3 µM]	?	2%	6%	-9%[46.1 µM]	0.0%&-0.8%	?
> COC(=O)c1ccc(NC(=S)NN2CCOCC2)cc1
→ 3%	0%[9.22 µM]	3%	-2%	-27%	-1.7%	nt
> Cc1ccc(NC(=S)N(CCN(C)C)C(C)c2cccnc2)cc1 (configuration not stated)
→ -3%	-9%	-2%	-6%	1%	1.1%	?
> NS(=O)(=O)c1cccc(NC(=O)Nc2ccccc2)c1
→ nt	-21%[9.22 µM]	nt	13%	4%	-5.6%	nt
> CCN(CC)S(=O)(=O)c1ccc(/C=C/C(=O)OCC(=O)c2c(N)n(C)c(=O)n(C)c2=O)cc1
→ 20%	-10%	-1%	-1%	-25%	-0.1%	-6%[46 µM]
> COc1cccc(NC(=O)c2oc3ccc(S(=O)(=O)N4CCOCC4)cc3c2C)c1
→ 7%	-30%	nt	0%	12%	-0.3%&2.4%	?
> Cc1onc(-c2ccccc2)c1C(=O)NC(=S)Nc1sc2c(c1C#N)CCCC2
→ -11%	27%	1%	?	20%	0.0%	-19%
> NCCCC[C@H]1CNC(=O)C(=O)N1CCc1cccc2ccccc12
→ nt	-4%[9.22 µM]	nt	16%	7%	-3.2%	nt
> CC(C)(Oc1ccc(Cl)cc1)C(=O)NCc1ccncc1
→ -2%	1%	-1%	11%	2%[46.1 µM]	0.0%	-12%
> CCCCNC(=O)N(O)C1N(/N=C/c2cccnc2)C(=S)SC1(C)C (configuration not stated)
→ nt	-4%[9.22 µM]	nt	12%	27%	0.0%	nt
> CC(=O)Nc1ccc(NC(=O)Nc2ccc(C)c(C)c2)cc1
→ 6%	nt	-4%	-2%	13%	3.3%	-2%[46 µM]
> c1ccc(N2CCN(Cc3ccsc3)CC2)nc1
→ 6%[38.3 µM]	-12%	-1%	5%	1%[46.1 µM]	2.9%	-8%
> CCOC(=O)C1CCN(C(=O)Cc2cccc3ccccc23)CC1
→ -2%	-17%	-5%	7%	14%[46.1 µM]	-1.2%	-3%
> COc1ccc(OCCSc2nnc(-c3ccccc3)n2N)cc1
→ 1%[38.3 µM]	-16%	-3%	1%	-12%[46.1 µM]	-7.4%	-1%
> O=C1NCCN(Cc2ccc(Cl)c(F)c2)C1CC(=O)N1CCc2ccccc2C1 (configuration not stated)
→ 9%	-1%[9.22 µM]	2%	1%	-19%	4.8%	?
> CCCCOC(=O)NC1(C)CCS(=O)(=O)C1 (configuration not stated)
→ 0%	-13%	0%	-7%	21%	-1.8%	7%
> Cc1cn(Cc2ccccc2Cn2cc(C)c(=O)[nH]c2=O)c(=O)[nH]c1=O
→ nt	13%[9.22 µM]	nt	7%	6%	1.0%	nt
> C[N+]1(CCCCCCC(=O)/C=N/O)CCCCCC1
→ 51%[activator][38.3 µM]	12%	12%	2%	1%[46.1 µM]	2.9%	20%
> Cc1cccnc1NC(=S)Nc1ccc(Cl)c(Cl)c1
→ 2%	15%[9.22 µM]	-5%	3%	51%	-1.9%	nt
> CCOc1cc(C2C(C#N)=C(N)Oc3n[nH]c(-c4ccccc4)c32)ccc1O (configuration not stated)
→ 23%[38.3 µM]	6%	-3%	-20%	-27%[46.1 µM]	0.0%	23%
> O=C(O)c1cccnc1SCc1cn2cc(Br)ccc2n1
→ ?	9%	6%	4%	-16%	-0.4%	7%[46 µM]
> Cc1nnc(-c2cccc(C(F)(F)F)c2)nc1N1CCOCC1
→ 5%	0%[9.22 µM]	1%	-2%	-15%	-1.9%[10.1 µM]	14%[46 µM]
> N#C/C(C(=O)N1CCCC1)=C1/N=C(N)c2ccccc21
→ -6%	-18%	3%	-1%	6%	-0.2%	-5%
> Cc1ccc(N(CC(=O)NC2CCCCC2)C(=O)Cn2nnc(-c3ccc(C)o3)n2)cc1
→ 8%	16%[9.22 µM]	-2%	-9%	21%	1.1%	2%[46 µM]
> COc1cccc(N2C(=O)CC(NNC(=O)c3cccs3)C2=O)c1 (configuration not stated)
→ -3%	?	0%	4%	16%	1.3%	-8%
> NC1=NC(=O)/C(=C\c2cc([N+](=O)[O-])ccc2Cl)S1
→ -2%	-9%	-7%	5%	-12%	-0.2%	-1%[46 µM]
> Cc1csc(NC(=O)c2ccncc2)n1
→ nt	-2%[9.22 µM]	nt	-19%	14%	0.2%	nt
